Compound activity: PubChem BioAssay, National Center for Advancing Translational Sciences (NCATS)
D3 antag = qHTS of D3 Dopamine Receptor Antagonist: qHTS. D(3) dopamine receptor (Homo sapiens), P35462. max response, negative = inhibition, %. D3R cells, DiscoveRx beta-arrestin luminescence, antagonist mode; active compounds read low. hit rate 2.5% among 360,000. AID 652054, 2013; in the data active = max response below about -50%; inconclusive = no clear call, values can overlap the other calls; also: % is scaled to controls: 0 for no effect and ±100 for the full control effect; mostly tested at two doses, the higher about 12 µM
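Cells expressing the human receptor were seeded at 1500 cells/well, incubated overnight at 37 degrees C in 5% CO2, then exposed to library compounds with dopamine controls for 90 minutes at 37 degrees C before luminescent detection.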
Akt phos inh = HTS Assay for Inhibitors of Akt Phophorylation: Primary Screen; Neuro2A IGF-stimulated pAkt S473 HTRF, 20 min; active compounds read low; activity change, % for hits at 50 µM; hit rate 0.32% among 360,000; AID 651550, 2012; in the data active = activity change below about -80%; inconclusive = mostly about -51% to -80%; also: % is scaled to controls: 0 for no effect and ±100 for the full control effect
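Neuro2A cells in DMEM with 0.5% FBS, overnight at 37 deg C, given compound at single 50 µM final, then IGF (6 nM final) for 20 min at 37 deg C. Lysed; phospho-Akt Ser473 by HTRF after 24 h, 665/615 ratio.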
MmCpn inh = Inhibitors of TCP-1 ring complex (TRiC) of Methanococcus maripaludis (MmCpn): qHTS. Chaperonin Mm-Cpn (Methanococcus maripaludis). AID 504842, 2011. purified Mm-Cpn ATPase, ADP Transcreener TR-FRET. Potency, µM (highest dose often 76.9 µM), without a hit: at the top dose activity, negative = inhibition, most hits filed as inhibitors. hit rate 0.031% among 330,000; also: potency is read from the fitted curve at half-maximal effect; % is scaled to controls: 0 for no effect and ±100 for the full control effect; nearly all actives have a fitted effect of over 80% in size
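Compound-treated chaperonin, 25 nM final, turns over 10 uM ATP at 37°C for 30 min following a 10 min preincubation; ADP generated competes with ADP-d2 for Eu-cryptate antibody, lowering FRET.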
PTHR1 agonist = qHTS for PTHR1 Agonists: Primary Screen; hit rate 0.075% among 410,000; HEK293 GP2 PTHR1 cells, GloSensor cAMP luminescence, 1 h; AID 743266, 2014; Potency, µM (titrated, usually from 115 µM), without a hit: at the highest dose activation, most hits filed as activators; also: potency is read from the fitted curve at half-maximal effect; nearly all actives have a fitted effect of over 55% in size; some results filed as inactive show a strong effect at the top dose; inactives centre near -15; many of its hits are not listed in these tables
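HEK-293-derived GP2 cells expressing PTHR1 and a GloSensor cAMP reporter, 3,000/well, plated overnight, given luciferin plus IBMX (each 0.5 mM as added) for 1 h at 37 °C, then compound for 1 h at 37 °C. Luminescence was read after 15 min at room temperature.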
EPAC2 agonist = qHTS for Agonist of cAMP-regulated guanine nucleotide exchange factor 4 (EPAC2): primary screen; Rap guanine nucleotide exchange factor 4 (Homo sapiens), Q8WZA2; EPAC2 activation, biochemical qHTS; response scale: 100% = 6.5 mM cAMP response; Potency, µM (top dose mostly 154 µM), inactives show at the top dose activation, most hits filed as activators; hit rate 0.079% among 360,000; AID 720711, 2013; also: potency is read from the fitted curve at half-maximal effect; nearly all actives have a fitted effect of over 50% in size
Target sequence (Q8WZA2 whole entry, looked up): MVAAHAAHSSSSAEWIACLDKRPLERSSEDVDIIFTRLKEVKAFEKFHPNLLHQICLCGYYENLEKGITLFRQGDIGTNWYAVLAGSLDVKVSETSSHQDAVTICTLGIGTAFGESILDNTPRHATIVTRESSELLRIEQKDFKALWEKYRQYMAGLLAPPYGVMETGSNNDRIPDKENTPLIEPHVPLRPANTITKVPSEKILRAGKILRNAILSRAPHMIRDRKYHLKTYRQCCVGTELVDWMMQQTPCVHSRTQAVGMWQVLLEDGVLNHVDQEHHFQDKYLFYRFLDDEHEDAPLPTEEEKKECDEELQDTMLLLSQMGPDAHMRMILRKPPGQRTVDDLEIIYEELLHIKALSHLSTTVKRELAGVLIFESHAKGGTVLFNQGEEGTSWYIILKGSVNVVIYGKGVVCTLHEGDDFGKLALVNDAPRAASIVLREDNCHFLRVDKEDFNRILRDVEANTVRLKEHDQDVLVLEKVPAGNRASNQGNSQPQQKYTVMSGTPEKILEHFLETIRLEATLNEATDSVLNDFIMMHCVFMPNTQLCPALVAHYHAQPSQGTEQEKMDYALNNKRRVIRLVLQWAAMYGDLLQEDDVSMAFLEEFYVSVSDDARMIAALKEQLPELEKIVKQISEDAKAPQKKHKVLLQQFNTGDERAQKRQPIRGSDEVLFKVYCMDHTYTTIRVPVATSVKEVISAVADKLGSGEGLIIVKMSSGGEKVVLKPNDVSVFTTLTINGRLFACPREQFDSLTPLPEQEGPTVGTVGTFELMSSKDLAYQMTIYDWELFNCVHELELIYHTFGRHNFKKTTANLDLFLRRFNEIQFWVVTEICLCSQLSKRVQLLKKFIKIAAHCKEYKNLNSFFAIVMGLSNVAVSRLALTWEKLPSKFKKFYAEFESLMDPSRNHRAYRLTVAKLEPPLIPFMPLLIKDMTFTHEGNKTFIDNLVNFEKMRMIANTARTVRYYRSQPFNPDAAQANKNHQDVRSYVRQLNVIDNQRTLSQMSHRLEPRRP
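Exchange assay: 100 nM EPAC2 with 250 nM Rap1B-BODIPY-GDP and 50 uM GDP. Fluorescence (ex 480/em 540 nm) read every 5 min for 30 min at room temperature. Data normalized to 6.5 mM cAMP as agonist control.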
D3 ag = qHTS of D3 Dopamine Receptor Agonist: qHTS | D(3) dopamine receptor (Homo sapiens), P35462 | D3R DiscoveRx beta-arrestin cells, luminescence, 90 min | max activation, % | hit rate 0.58% among 410,000; in the data active = max activation above about 30%; also: 0% is about no effect; mostly tested at two doses, the higher about 12 µM
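Cells at 1500/well, incubated overnight, then treated with pinned compounds (dopamine as control) for 90 min at 37 degrees C. DiscoveRx reagent added for 30 - 60 minutes at room temperature; luminescence read.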
EPAC2 antagonist = qHTS for Antagonist of cAMP-regulated guanine nucleotide exchange factor 2 (EPAC2): primary screen; EPAC2 GEF exchange of Rap1B-BODIPY-GDP, fluorescence; Potency, µM (highest dose often 114 µM), without a hit: top-dose activity, negative = inhibition, most hits filed as inhibitors; hit rate 0.18% among 360,000; AID 720708, 2013; also: potency is read from the fitted curve at half-maximal effect; % is scaled to controls: 0 for no effect and ±100 for the full control effect; nearly all actives have a fitted effect of over 45% in size; many of its hits are not listed in these tables
CCT chaperon mod = High-Throughput Screening for Modulators of Cytosolic Chaperonin Activity; purified chaperonin ATPase assay, HTRF ADP detection, 30 min; activity change, % (concentration not given with the values), hits read low; hit rate 0.3% among 360,000; AID 651819, 2012; in the data active = activity change below about -30%; also: % is scaled to controls: 0 for no effect and ±100 for the full control effect
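TRiC at 40 or 20 nM final (batch-dependent) in 30 mM Tris pH 7.4, 100 mM KCl, 5 mM MgCl2, 1 mM DTT, with compound at single 76 uM and 10 uM ATP, 30 min at 37 deg C. ADP detected by HTRF Transcreener, 665/615 ratio.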
The depositor's hits bear a star; i = inactive; ? = inconclusive; . = not tested or not shown; [ ] = dose if it differs, or a comment. Unless noted, calls follow the shape of the dose curve; as a rule, active = well fitted curve in the direction sought with a large enough effect; inconclusive = small, poorly fitted or top-dose-only effect, or another doubt; inactive = no such curve, though single readings can be large; an effect the other way counts as inactive or inconclusive. A portion of the library; the hit share may differ from the screen's.

Results follow in this order: D3 antag	PTHR1 agonist	EPAC2 agonist	EPAC2 antagonist	Akt phos inh	D3 ag	CCT chaperon mod	MmCpn inh
CC(=O)Oc1ccc(-c2cc3c(OC(C)=O)cc(OC(C)=O)cc3oc2=O)cc1
  1.7	-28.5%	-5.6%	-16.5%	i	-18.9	-0.4	.
CCOc1c(C)cnc2c1c(=O)n(Cc1ccccc1F)c(=O)n2C
  0.0	i	2.5%	-25.5%	i	23.8	-0.5	-25.0%
O=C(O)c1cccc(-n2cccc2/C=C2/NC(=O)N(c3ccc(Cl)cc3)C2=O)c1
  3.5	i	-1.2%	-22.2%	i	-5.0	-3.2	-1.6%
O=C(NCCc1ccc(Cl)cc1)C1COc2ccccc2O1 (configuration not stated)
  1.2	i	4.9%	1.7%	i	3.9	3.0	2.7%
COC(=O)c1sc(N)c(C(=O)OC)c1COC(=O)CNS(=O)(=O)c1cccc(C#N)c1
  -3.3	i	-4.3%	-4.4%	i	-7.9	-0.2	-6.4%
C[C@H](CO)N1C[C@H](C)[C@@H](CN(C)Cc2ccc(Cl)c(Cl)c2)Oc2ccc(NC(=O)Cn3cnnn3)cc2C1=O
  6.1	i	8.0%	1.5%	i	4.3	-2.6	-1.7%
Cc1ccc(S(=O)(=O)N2C[C@H]3[C@H]4C(=O)N(c5ccccc5)C(=O)[C@H]4CC(=O)[C@H]3[C@@H]2c2cccc3ccccc23)cc1
  1.9	-20.3%	7.9%	3.3%	i	1.0	-1.7	.
COc1cccc(NC(=O)C2C3C=CC4(O3)C2C(=O)N(CCCN2CCCC(C)C2)C4C(=O)NC2CCCCC2C)c1 (configuration not stated)
  3.8	i	3.3%	3.6%	i	-10.4	2.6	-0.5%
CC(=O)COC(=O)c1cccc(N2C(=O)C3C4C=CC(C4)C3C2=O)c1 (configuration not stated)
  0.0	-9.5%	-1.7%	24.0%	i	-12.3	-0.1	1.1%
Cc1cc(C)n2nc(C(=O)N3CCOCC3)nc2n1
  6.8	i	-4.9%	8.9%	i	1.2	-13.2	-0.7%
Cc1cccc(-n2ncc3c(NC(C)C)ncnc32)c1
  15.1	-11.6%	2.9%	-25.8%	i	10.4	-0.7	-2.6%
COc1ccc(C)cc1NC(=O)CN(C)C1CCCCC1
  -12.9	i	-2.1%	-13.2%	i	-6.3	-0.5	-1.0%
O=C(Cc1c(F)cccc1Cl)N(Cc1ccccc1)c1ccccn1
  6.3	i	-1.5%	-19.8%	i	4.0	-1.2	-0.2%
CC(=O)Nc1cccc(C(=O)NC2CCCc3c2cnn3-c2cc(C)cc(C)c2)c1 (configuration not stated)
  -1.5	-21.1%	-19.8%	-21.9%	i	-3.9	-2.5	0.6%
O=C(NC(=S)NCC1CCCO1)c1ccc(Cl)cc1 (configuration not stated)
  6.4	-20.2%	-0.5%	1.6%	i	1.8	-1.8	-0.2%
CC1CC(C)CN(C(=O)c2ccc3c(c2)N(Cc2ccccc2)CCS3)C1 (configuration not stated)
  -9.0	i	18.2%	?	i	-3.4	-0.1	-11.0%
CN(C)C(=S)NC(=O)C12CC3(C)CC(C)(CC(C)(C3)C1)C2
  -6.0	-34.2%[inhibitor]	-3.8%	1.2%	i	-11.6	0.0	1.0%
COc1ccc(OC)c(S(=O)(=O)NCCc2cn3ccsc3n2)c1
  18.9	-18.2%	-1.3%	1.9%	i	3.7	-0.3	2.0%
Cc1ccc2nc(Nc3ccccc3)c(/C=N/O)c(=O)n2c1
  -11.8	-13.9%	11.3%	-5.1%	i	-1.8	3.1	0.9%
NC(=O)c1cc([N+](=O)[O-])ccc1NCc1cnccn1
  0.0	-20.6%	6.3%	22.2%	i	17.4	0.3	-1.2%
O=C(O)c1cccc(N2C(=O)c3ccc(C(=O)c4cccc([N+](=O)[O-])c4)cc3C2=O)c1
  2.0	-9.1%	3.1%	1.4%	i	15.0	0.6	-2.1%
O=C(NC(=S)Nc1ccccn1)c1cccc([N+](=O)[O-])c1
  0.0	-15.9%	2.6%	-4.7%	i	-9.8	-2.9	-0.7%
O=C(Nc1ccccc1Cl)c1cc(C2CCCN(C(=O)c3cccs3)C2)on1 (configuration not stated)
  38.0	-21.8%	11.3%	-5.9%	i	-18.5	2.2	.
COc1ccc(OC(C)C(=O)Nc2cccnc2)cc1 (configuration not stated)
  8.4	i	7.9%	11.7%	.	-0.5	-1.2	-0.4%
CCCNC(=O)NC(C)C12CC3CC(CC(C3)C1)C2 (configuration not stated)
  10.4	-23.2%[57.5 µM]	7.7%	-0.2%	i	4.1	-2.8	-0.7%
O=C(O)CC12CC3CC(C1)CC(n1ncc(NCc4ccc(F)cc4Cl)c(Cl)c1=O)(C3)C2
  -9.4	-10.1%	8.4%	-1.0%	i	9.4	-4.3	-0.6%
Cc1ccc2nc(CCCc3nc4ccc(C)cc4[nH]3)[nH]c2c1
  -20.4	?	6.5%	13.4%	i	-12.1	-1.9	-0.2%
CC(C)CCN1C(=O)c2cccc3c(N)ccc(c23)C1=O
  13.6	i	?	38.0%[activator]	i	-7.6	-0.9	.
CC(C)(C)n1nnnc1C(c1ccccc1)N1CCN(c2ncc(C(F)(F)F)cc2Cl)CC1 (configuration not stated)
  3.8	-54.3%[inhibitor]	1.4%	2.9%	i	2.4	1.7	.
Cc1ccc(C)c(C(=O)OCC(=O)N(C)c2ccccc2)c1
  4.6	-9.8%	11.0%	-1.2%	i	-2.3	-1.3	-1.0%
CC(CN1CC(=O)NC(=O)C1)N1CC(=O)NC(=O)C1 (configuration not stated)
  4.1	i	2.3%	-11.5%	i	5.4	-0.8	.
Cc1ccc2c(c1)N(Cc1cccc(F)c1)C(=O)C(C)O2 (configuration not stated)
  47.5	-24.5%	6.4%	?	i	0.5	1.2	-1.4%
COc1cccc(C(O)c2nc(-c3ccc(F)c(Cl)c3)cs2)c1 (configuration not stated)
  -20.9	7.4%	17.1%	-9.2%	.	-1.8	0.0	.
CCOc1ccc(Nc2nc(N)c([N+](=O)[O-])c(NCc3ccccc3)n2)cc1
  -9.2	i	1.2%	-12.5%	i	9.3	0.1	0.7%
C/C(=N\NC(=O)c1ccc(C)cc1C)c1ccc2c(c1)OCO2
  -9.5	i	4.8%	3.8%	i	0.5	-0.2	2.5%
O=C(Cc1ccccc1[N+](=O)[O-])NC1CC1
  -5.7	i	4.4%	1.7%	i	9.0	0.7	0.2%
O=C(c1ccc(=O)[nH]n1)N1CCN(S(=O)(=O)c2cccc(F)c2)CC1
  -19.1	i	12.6%	-8.0%	i	-1.8	-2.1	-9.2%
COc1ccccc1CC(=O)Nc1ccc2nc(C)sc2c1
  -4.2	i	-6.3%	-1.0%	i	1.4	-1.4	2.0%
COc1ccc(/C=C2\Cc3ccccc3C2=O)cc1OC
  5.9	-25.1%	16.3%	-13.6%	i	0.8	0.3	-6.4%
O=C(O)CSc1nnc(-c2ccccc2O)n1Cc1ccccc1
  14.2	i	2.6%	11.8%	i	12.9	-1.4	1.1%

Retrieved by structure from above:
Results follow in this order: D3 antag	PTHR1 agonist	EPAC2 agonist	EPAC2 antagonist	Akt phos inh	D3 ag	CCT chaperon mod	MmCpn inh
O=C(O)CC12CC3CC(C1)CC(n1ncc(NCc4ccc(F)cc4Cl)c(Cl)c1=O)(C3)C2
  -9.4	-10.1%	8.4%	-1.0%	i	9.4	-4.3	-0.6%
O=C(O)CSc1nnc(-c2ccccc2O)n1Cc1ccccc1
  14.2	i	2.6%	11.8%	i	12.9	-1.4	1.1%

Continuation.
Results follow in this order: D3 antag	PTHR1 agonist	EPAC2 agonist	EPAC2 antagonist	Akt phos inh	D3 ag	CCT chaperon mod	MmCpn inh
c1ccc(Oc2nnc(-c3cccs3)c3ccccc23)cc1
  -1.7	i	1.9%	3.4%	i	-4.8	-2.6	-24.3%
O=C(COC(=O)C1CCN(S(=O)(=O)c2cccs2)CC1)Nc1ccccc1
  1.3	i	10.1%	7.8%	i	-4.0	-1.9	0.4%
O=C(Nc1nc2cc3c(cc2s1)OCO3)c1cccc(N2C(=O)CCC2=O)c1
  38.2	i	8.0%	9.0%	i	0.6	-3.9	1.4%
Cc1[nH]nc2c1C(c1ccc(-c3ccc(Cl)cc3)o1)C(C#N)=C(N)O2 (configuration not stated)
  -2.1	-1.0%	-1.7%	-12.6%	i	-3.5	-1.5	-0.4%
CCNc1ccc2noc3c2c1C(=O)c1ccccc1-3
  29.3	-8.2%[57.5 µM]	89.1µM*	152.0%[activator]	.	2.1	-1.2	-2.5%
O=C1CCc2ccccc2N1Cc1ccccc1
  2.1	i	3.3%	-22.5%	i	6.1	-3.0	-3.5%
Cc1cc(C)c(NC(=O)CSc2cccc[n+]2[O-])c(C)c1
  5.5	i	3.6%	-3.9%	i	1.1	-1.5	0.8%
Cc1ccc(NC(=O)COC(=O)COc2cccc3c2OC(C)(C)C3)cc1S(=O)(=O)N1CCOCC1
  7.8	i	1.9%	-1.6%	i	-0.2	2.4	2.0%
Cc1ccc(S(=O)(=O)Nc2ccc3cn[nH]c3c2)c(C)c1
  -10.4	-30.3%[inhibitor]	19.7%	-13.2%	i	-0.5	-2.2	0.6%
COCCCN1CC(=O)N2Cc3[nH]c4ccccc4c3C[C@H]2C1=O
  22.9	i	-5.1%	11.7%	i	1.5	-0.2	-3.9%
O=C(Cc1ccccc1)Nc1ccccc1Sc1ccccc1
  7.4	-30.0%[inhibitor]	15.4%	-15.8%	i	1.5	1.1	1.2%
Cc1cc(C)n(C(=O)CCCn2nc(C)c([N+](=O)[O-])c2C)n1
  -13.6	-18.6%	-2.5%	18.7%	i	-5.3	-2.2	-1.2%
O=C(CSc1nc(C2CC2)nc2ccccc12)N1CCCCC1
  7.6	-23.4%	8.0%	-1.2%	i	13.5	0.1	0.3%
